Casp6 inh: caspase-6 (human) enzyme inhibition. purified caspase-6, Z-VEID-R110 cleavage fluorescence. P55212. actives 0.53% (n = 350,000). AID 686996. inhibition, % at 12.5 µM;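 active means mean inhibition across replicates at least about 35%, with every replicate also reaching that limit, limit read from the data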;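 further: 0% = median of neutral control wells and 100% = no fluorescence left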
Target sequence (P55212 24-179 limits assumed): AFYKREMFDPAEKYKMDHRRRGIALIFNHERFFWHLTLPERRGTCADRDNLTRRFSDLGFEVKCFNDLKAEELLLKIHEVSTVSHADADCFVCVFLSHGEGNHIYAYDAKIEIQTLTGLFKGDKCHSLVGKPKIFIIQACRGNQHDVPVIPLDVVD
Target sequence (P55212 194-293 limits assumed): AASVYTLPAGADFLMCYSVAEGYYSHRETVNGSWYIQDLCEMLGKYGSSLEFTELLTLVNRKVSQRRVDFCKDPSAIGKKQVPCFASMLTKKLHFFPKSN
PAX8 inh HTS: inhibitors of PAX8 transcriptional activity in RMG-I cells. RMG-I TPO-luciferase reporter, SteadyGlo, 24 h. inhibition, % at 12.6 µM. actives 1.2% (n = 360,000). AID 652154;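 active means mean replicate inhibition at least 60% with every replicate also reaching 60%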;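 further: luciferase light reporting Pax8 driven TPO promoter activity; plate controls were median of neutral control wells for no effect and mitoxantrone controls for full effect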
EWS-Fli block: inhibitors of EWS/Fli oncoprotein transcriptional activity; A673 NR0B1-luciferase reporter, viability-normalised; inhibition, % at 12.6 µM; actives 0.67% (n = 350,000); AID 651661;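 active means mean inhibition of at least 50% after viability correction, with every replicate also passing that limit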;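 further: firefly luciferase signal divided by Alamar Blue viability fluorescence both relative to DMSO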
miR-122 sensor: inhibitors of miR-122 in Huh7 cells. activation (reporter increase), % at 12.5 µM. Huh7 miR-122 Renilla luciferase sensor, 48 h; neutral wells = 0, positive control = 100. actives 0.3% (n = 340,000). AID 602342;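 active means mean replicate activation score at least 90 and every replicate individually at or above 90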;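 further: higher luciferase means less miR-122 activity so hits act as miR-122 inhibitors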
LGR2 inh: blocks bursicon-induced cAMP signaling via Drosophila LGR2. HEK293 LGR2, CRE-luciferase, bursicon-stimulated, 4 h. inhibition, % at 9.99 µM. actives 0.35% (n = 380,000). AID 720647;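 active means drop in luminescence signal, shown as inhibition above about 50% in the replicate tests, limit read from the data, passing the limit was not always enough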;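 further: agonist challenge used bursicon conditioned medium at about half maximal strength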
FN deposition inh: fibronectin deposition inhibition; AH1F fibroblasts, Alexa488-fibronectin deposition fluorescence, overnight; inhibition, % at 12.6 µM; AID 743247; actives 0.086% (n = 350,000);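 active means mean inhibition across replicates of 30% or more, regardless of how many single replicates reach that level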;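 further: positive control wells lacked labelled fibronectin entirely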
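Material: AH1F fibroblasts assembling fluorescent fibronectin matrix; amount: 10000 AH1F cells/well; medium: DMEM, 2% serum; reagent: Alexa488-fibronectin, 24 nM final in well; dosing: single compound dose, delivered by pin transfer; incubation: 1 h adhesion, overnight exposure; detection: fluorescence after three HBSS washes, excitation 485 nm, emission 525 nm; measure: fibronectin deposition inhibition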
PGC1a acetyl inh: PGC1a acetylation modulation, inhibitor mode. inhibition, % at 15.6 µM. actives 0.17% (n = 350,000). U2OS PGC1a acetylation, AlphaScreen anti-acetyl-lysine; with virally co-expressed GCN5 acetyltransferase;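 active means every replicate shows inhibition of at least 40%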;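 further: 0% = neutral control wells and 100% = positive control wells; some results beyond the cut were filed as inactive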
Cneo AK release: Cryptococcus neoformans lysis via adenylate kinase release | C. neoformans lysis, adenylate kinase release luminescence, 4 h; normalised: neutral wells 0, clomiphene wells 100 | lysis activity, % at 15 µM | actives 0.2% (n = 360,000) | AID 651654;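 active means mean lysis activity across replicates of at least 80%, whatever share of replicates individually reach that level; inactive means mean lysis activity below 80%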
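Assay system: log-phase C. neoformans yeast / Quantity: yeast cell density of 5 × 10^6 cells/mL / Medium: fresh YPD growth medium / Compound: single dose / Timing: static 4 h at 37 °C with compound, 1 h detection / Measured by: adenylate kinase release luminescence / Read-out: lysis from increased AK signal / Benchmarks: Clomiphene as positive lysis control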
The depositor's hits bear a star; . = no result given; & = joins results of further samples; [ ] = remark or other dose.

SMILES	Casp6 inh	PAX8 inh HTS	EWS-Fli block	miR-122 sensor	LGR2 inh	FN deposition inh	PGC1a acetyl inh	Cneo AK release
COC(=O)C[C@H]1CC[C@@H]2[C@@H](COc3ccc(NC(=O)NC(C)C)cc3C(=O)N2C)O1	.	-6.0	5.0	8.3[16.7 µM]	-5.2	-6.0	1.9	.
CC(C)CN1CC(=O)N2C(c3ccccc3)c3[nH]c4ccccc4c3C[C@H]2C1=O (some centres not stated)	-0.6	4.2	9.3	21.5	0.6	3.3	-4.1	1.3
O=C(c1ccc(F)cc1)N1CC(=O)N2[C@H](CO)[C@H](c3ccc(C#CC4CCCCC4)cc3)[C@@H]2C1	0.5	22.2	-11.9	.	6.5	.	4.4	.
CC(C)(C)c1ccc(OCC(=O)NNC(=O)C2CCCO2)cc1 (configuration not stated)	-2.1	-0.7	-12.8	.	-34.2	3.6	-1.5	.
O=C(C[C@H]1CC[C@@H]2[C@H](COC[C@@H](O)CN2S(=O)(=O)c2ccccc2)O1)Nc1ccc(-c2ccccc2)cc1	-1.2	19.3	18.7	3.7[16.7 µM]	15.0	2.9	-1.0	-3.0
COc1ccc(CCNCc2ccccc2N2CCCC2)cc1	0.6	5.5	9.6	.	0.3	-1.4	.	-0.3
COc1ccc(NC(=O)Nc2cccc3c2O[C@@H](CN(C)Cc2ccc(-c4ccccc4)cc2)[C@@H](C)CN([C@@H](C)CO)C3=O)cc1	1.3	.	-0.6	-3.2[16.7 µM]	0.6	.	-1.1	-5.7
Cc1cccc(C)c1NC(=O)CNC(=O)c1ccc(S(=O)(=O)NCc2ccco2)cc1	4.3	3.2	5.7	5.9	-0.8	4.0	6.4	0.3
O=C1CCC2S/C(=C/Nc3ccc(C(F)(F)F)cc3)C(=O)N12 (configuration not stated)	0.2	71.9*	85.6*	1.1	-33.0	5.5	-16.6	.
CCCCn1c2c(c(=O)n(C)c1=O)C(CC(=O)OCC(=O)Nc1cccc(C(F)(F)F)c1)C(=O)N2 (configuration not stated)	.	.	.	3.6	12.0	.	-3.6	0.5
Cc1nn(-c2ccccc2)c2c1C(c1ccc(F)cc1F)C(C#N)=C(N)O2 (configuration not stated)	.	.	.	-4.7	.	3.2	3.6	0.4
CN1CCN(C(=O)[C@H]2[C@H](CO)[C@H]3Cn4c(cccc4=O)[C@H]3N2Cc2ccccc2F)CC1	-1.0	.	-2.1	.	7.6	.	.	-2.1
COc1ccc(Cl)cc1NC(=S)N1CCC(c2ccc(C)cc2)C1 (configuration not stated)	-6.2	5.5	2.6	-15.2	7.1	0.3	-1.2	1.3
COc1ccc(CCN2C(=O)CCC2(C)c2nnnn2Cc2ccccc2)cc1OC (configuration not stated)	-2.0	-16.4	-2.3	.	-2.6	0.0	.	.
C[C@@H](NC(=O)C[C@H]1C=C[C@@H](NC(=O)CN2CCOCC2)[C@H](CO)O1)c1ccccc1	-3.0	-0.5	-6.9	.	11.8	5.2	1.0	23.3

Brought forward from above: 6 compounds, followed by the next part.
SMILES	Casp6 inh	PAX8 inh HTS	EWS-Fli block	miR-122 sensor	LGR2 inh	FN deposition inh	PGC1a acetyl inh	Cneo AK release
CCCCn1c2c(c(=O)n(C)c1=O)C(CC(=O)OCC(=O)Nc1cccc(C(F)(F)F)c1)C(=O)N2 (configuration not stated)	.	.	.	3.6	12.0	.	-3.6	0.5
Cc1nn(-c2ccccc2)c2c1C(c1ccc(F)cc1F)C(C#N)=C(N)O2 (configuration not stated)	.	.	.	-4.7	.	3.2	3.6	0.4
CN1CCN(C(=O)[C@H]2[C@H](CO)[C@H]3Cn4c(cccc4=O)[C@H]3N2Cc2ccccc2F)CC1	-1.0	.	-2.1	.	7.6	.	.	-2.1
COc1ccc(Cl)cc1NC(=S)N1CCC(c2ccc(C)cc2)C1 (configuration not stated)	-6.2	5.5	2.6	-15.2	7.1	0.3	-1.2	1.3
COc1ccc(CCN2C(=O)CCC2(C)c2nnnn2Cc2ccccc2)cc1OC (configuration not stated)	-2.0	-16.4	-2.3	.	-2.6	0.0	.	.
C[C@@H](NC(=O)C[C@H]1C=C[C@@H](NC(=O)CN2CCOCC2)[C@H](CO)O1)c1ccccc1	-3.0	-0.5	-6.9	.	11.8	5.2	1.0	23.3
CN(C)c1ccc(C=C(C#N)C(=O)c2ccccc2)cc1Br	1.4	-3.9	3.4	.	-26.6	9.6	.	.
Cc1cccc(N2CCN(C(=O)C(Cc3ccccc3)NC(N)=O)CC2)c1C (configuration not stated)	-2.9	9.6	4.6	-5.8	-0.8	0.1	-5.9	-0.5
O=C1CCc2cc(NS(=O)(=O)c3cc(F)ccc3F)cc3c2N1CC3	7.2	1.8	-12.7	.	-34.4	-10.9	.	-1.6
CCCCC(CC)C(=O)NCC(C)NC(=O)C(CC)CCCC (configuration not stated)	.	5.4	2.9	1.4	14.3	.	1.3	-3.1
CS(=O)(=O)NN1C(=O)c2ccccc2NC1c1cccc(O)c1 (configuration not stated)	-2.7	-2.4	-2.3	-2.9	-11.8	.	11.8	-6.1
C[C@@H]1CN([C@H](C)CO)C(=O)c2cc(NC(=O)Cc3ccccc3)ccc2O[C@@H]1CN(C)Cc1ccc(C(F)(F)F)cc1	-2.5	43.6	-11.7	-2.2[16.7 µM]	-1.6	.	-0.2	-4.5
CCN1CCN(C(c2cccc(OC)c2OC)c2nnnn2Cc2ccco2)CC1 (configuration not stated)	-1.8	-2.1	6.0	.	11.0	15.5	-9.5	.
C/C(=N/NC(=O)c1ccc(Br)o1)c1cccc(NC(=O)c2ccc(C)o2)c1	.	-32.3	.	.	-33.0	-0.9	.	1.0
CC(C)Cn1c(N)c(C(=O)COC(=O)c2cnc(Cl)c(Cl)c2)c(=O)n(C)c1=O	2.1	-2.6	1.3	.	-24.9	3.8	.	.
O=C(Cc1ccc(S(=O)(=O)N2CCCC2)s1)N1CCOCC1	.	-8.1	.	-4.3	.	5.5	7.7	-3.9
C=CCn1c(COc2cc(C)ccc2C(C)C)nnc1SCC(=O)c1c(N)n(C)c(=O)n(C)c1=O	-0.5	-48.5	-0.6	.	17.3	5.2	.	.
Cc1nc2ccccn2c1-c1csc(Nc2ccc(C(=O)O)cc2)n1	-0.4	9.0	40.4	-3.7	2.6	11.9	-21.0	2.4
CCCNC(=O)N1CCN(S(=O)(=O)c2ccc3c(c2)OCCO3)CC1	-0.7	3.6	-0.1	-2.1	7.8	0.0	-13.4	1.6
COc1ccc(OC)c(NC(=O)COC(=O)COc2ccc(Nc3ccccc3)cc2)c1	-0.2	-2.1	1.3	4.8	.	-17.2	.	1.2
C[C@H](CO)N1C[C@H](C)[C@@H](CN(C)C(=O)Nc2ccc3c(c2)OCO3)Oc2ccc(NS(=O)(=O)c3ccc(F)cc3)cc2CC1=O	.	7.1	-2.9	9.9[16.7 µM]	-2.2	.	5.0	.

Pulled by compound from the list above:
SMILES	Casp6 inh	PAX8 inh HTS	EWS-Fli block	miR-122 sensor	LGR2 inh	FN deposition inh	PGC1a acetyl inh	Cneo AK release
COc1ccc(NC(=O)Nc2cccc3c2O[C@@H](CN(C)Cc2ccc(-c4ccccc4)cc2)[C@@H](C)CN([C@@H](C)CO)C3=O)cc1	1.3	.	-0.6	-3.2[16.7 µM]	0.6	.	-1.1	-5.7
C[C@@H]1CN([C@H](C)CO)C(=O)c2cc(NC(=O)Cc3ccccc3)ccc2O[C@@H]1CN(C)Cc1ccc(C(F)(F)F)cc1	-2.5	43.6	-11.7	-2.2[16.7 µM]	-1.6	.	-0.2	-4.5

New compounds follow.
SMILES	Casp6 inh	PAX8 inh HTS	EWS-Fli block	miR-122 sensor	LGR2 inh	FN deposition inh	PGC1a acetyl inh	Cneo AK release
CS(=O)(=O)N(CC(=O)N1CCCC1)c1ccccc1Br	-3.4	-15.0	8.0	.	10.3	1.3	.	-0.7
CN1CCN(C(=O)C[C@H]2CC[C@@H]3[C@H](COC[C@@H](O)CN3C(=O)Cc3ccccc3)O2)CC1	-19.8	12.8	-0.4	-7.5[16.7 µM]	4.9	0.7	-2.3	1.5
C/C=C/c1ccc([C@H]2[C@@H](CO)N(C(=O)COC)[C@H]2CNC(=O)CC)cc1	-1.1	-2.4	0.9	14.3[16.7 µM]	-5.5	-0.5	7.2	2.3
CO[C@H]1CN(C)C(=O)c2cc(NC(=O)c3ccccc3)ccc2OC[C@@H](C)NC[C@@H]1C	-0.8	-16.4	9.8	-5.8[16.7 µM]	-12.0	-4.2	-16.4	43.1
CCCCN1C[C@H](c2ccc(OC)cc2)[C@@H](CC(=O)Nc2ccc(Br)cc2)C1=O	-1.6	8.7	5.1	38.4	-42.8	6.4	-15.0	.
O=C(CSc1nccn1Cc1ccc(F)cc1)NC1CCCCC1	-2.3	1.6	-3.3	-13.7	10.9	1.6	.	-0.7
CNC(=O)COC(=O)/C=C/c1cn(-c2ccccc2)nc1-c1ccc2c(c1)OCCO2	0.3	6.0	1.3	.	-13.6	-14.3	-2.7	.
CCCn1c(C(C)NS(=O)(=O)c2ccccc2)n[nH]c1=S (configuration not stated)	-0.3	-25.4	.	-1.0	-1.2	-1.3	8.3	-6.4
Cc1ccc(CNC(=O)Cn2cnc(S(=O)(=O)N3CCCCC3)c2)o1	-1.3	-2.7	-0.2	-5.2	10.3	-17.4	9.0	11.1
C[C@H](CO)N1C[C@H](C)[C@H](CN(C)S(=O)(=O)c2ccc(F)cc2)Oc2ccc(NC(=O)Nc3cccc4ccccc34)cc2C1=O	2.4	22.2	2.1	-7.3[16.7 µM]	14.3	.	-8.2	1.3
Cc1ccc(S(=O)(=O)N2CCC(C(=O)OC(C)C(=O)NC3CCCCC3C)CC2)cc1C (configuration not stated)	1.3	4.5	1.4	-2.4	-0.1	-5.0	6.8	0.0
C[C@H](CO)N1C[C@H](C)[C@H](CN(C)C(=O)Nc2cccc3ccccc23)Oc2ncc(Br)cc2C1=O	-4.7&3.1	13.7	10.2&3.0	-5.8[16.7 µM]	7.4	4.9	-3.0	-1.6
O=C(NC(Cc1ccccc1)C(=O)O)C1CCCCC1 (configuration not stated)	-2.3	-3.9	-4.0	-19.5	-7.2	3.5	.	6.0
C[C@@H]1CN([C@H](C)CO)C(=O)c2cccc(NC(=O)Nc3ccc4c(c3)OCO4)c2O[C@@H]1CN(C)C(=O)Nc1ccc2c(c1)OCO2	-1.6	-2.0	-1.9	-9.8[16.7 µM]	20.3	.	2.1	-1.0
COc1cccc(-c2nn(-c3ccc(C)cc3)cc2C(=O)N(C)CC(=O)Nc2cccc(F)c2)c1	0.6	2.9	-0.9	14.9	-0.8	-10.7	-10.4	0.9
COc1ccc(CCN2C(=O)CC(N3CCOCC3)C2=O)cc1OC (configuration not stated)	.	.	.	1.9	-11.3	.	3.4	15.0
O=C(NN=Cc1ccc(F)cc1)c1ccccc1NS(=O)(=O)c1cccs1	-0.2	-3.8	-17.2	36.2	-12.1	4.2	2.2	2.3
O=C(Oc1ccc(NC(=O)c2cc3c(cc2Br)OCO3)cc1)c1ccccc1	.	-36.0	-4.4	.	-7.4	1.7	.	-1.4
COc1ccccc1NC(=S)N1CCN(C/C=C/c2ccccc2)CC1	-0.1	45.3	13.0	.	.	-3.5	.	.
COc1ccccc1-c1ccc2c(c1)C(C)(Cc1ccc(OC(F)(F)F)cc1)C(=O)N2 (configuration not stated)	-1.3	5.7	3.8	-5.6	.	-14.4	-52.3	-0.9
CNC(=O)C[C@@H]1CC[C@H]2[C@H](COc3ccc(NC(=O)Nc4ccccc4F)cc3C(=O)N2C)O1	1.8	-2.5	-0.9	1.9[16.7 µM]	5.9	-19.2	1.5	0.0
CC1CCCCN1C(=O)CSc1nc(C2CC2)nc2c1cnn2-c1ccccc1 (configuration not stated)	.	.	.	4.9	.	-1.6	6.6	-2.1

Bioassay records: PubChem BioAssay, Broad Institute
